From PubChem
Wee1 stabilizer – human Wee1 degradation inhibition, primary screen; P30291; HeLa Luc-Wee1K328M stability, luciferase luminescence; 100% = proteasome inhibitor MG132 effect; reporter increase, % at 5 µM; 220,000 compounds, 1.2% hits; AID 1321;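 active means activation above the mean of all tested compounds plus 3 SD, set per screening run, cut at about 8.8% in these data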;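 further: cells exposed to compound for 20 h before luminescence read; 0% = DMSO alone and 100% = MG132 at 30 µM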
Target sequence (P30291 whole entry K328M): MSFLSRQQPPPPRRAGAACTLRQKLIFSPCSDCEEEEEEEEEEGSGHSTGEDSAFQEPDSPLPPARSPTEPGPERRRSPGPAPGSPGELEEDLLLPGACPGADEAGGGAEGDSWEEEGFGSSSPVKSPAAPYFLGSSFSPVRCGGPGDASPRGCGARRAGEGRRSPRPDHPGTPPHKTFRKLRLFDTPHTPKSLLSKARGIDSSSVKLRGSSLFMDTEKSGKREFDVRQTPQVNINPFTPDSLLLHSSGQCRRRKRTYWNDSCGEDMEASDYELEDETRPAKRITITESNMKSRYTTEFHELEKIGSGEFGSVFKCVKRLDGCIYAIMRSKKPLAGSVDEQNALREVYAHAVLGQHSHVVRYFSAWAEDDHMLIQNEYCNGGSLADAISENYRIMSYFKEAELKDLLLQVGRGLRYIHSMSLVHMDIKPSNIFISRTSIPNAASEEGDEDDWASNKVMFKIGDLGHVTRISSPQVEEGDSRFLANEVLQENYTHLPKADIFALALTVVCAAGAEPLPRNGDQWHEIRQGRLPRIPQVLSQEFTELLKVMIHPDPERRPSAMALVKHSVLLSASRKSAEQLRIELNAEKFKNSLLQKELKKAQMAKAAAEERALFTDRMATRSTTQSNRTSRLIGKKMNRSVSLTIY
CHOP inh – blocks CHOP induction under ER stress | CHO-K1 CHOP-promoter luciferase, tunicamycin-induced, 15-18 h | inhibition, % at 10 µM | 220,000 compounds, 3.8% hits | AID 2732;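 active means compounds that reduced the stress-induced luciferase reporter signal by more than about 70% of percent inhibition, limit read from the data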;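 further: 0% = tunicamycin plus vehicle and 100% = wells without tunicamycin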
PPC-1+TRAIL kill – kills PPC-1 cancer cells in the presence of TRAIL | cell killing (% activity), % at 4 µM | 220,000 compounds, 0.41% hits | PPC-1 cells + TRAIL, ATPLite viability luminescence;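 active means cell killing above 50% in the first pass at 4 µM, then a duplicate retest at 5 µM averaging 50% or more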;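 further: plate controls were cells with TRAIL plus DMSO for no effect and medium-only wells lacking cells for full effect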
TNF death inh – inhibitors of TNF-alpha induced necroptosis in Jurkat FADD-/- cells; 220,000 compounds, 0.068% hits; activation (protection from cell death), % at 10 µM; Jurkat FADD-/- TNF necroptosis rescue, ATP luminescence, 24 h; 0 = TNF only, 100 = no-TNF cells;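 active means activation, meaning protection from cell death, of at least 50% relative to plate controls; inactive means activation below 50%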;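 further: necroptosis triggered by 40 ng/mL TNF-alpha added together with compound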
TRPML3 agonist – agonists of human TRPML3 channel. Q8TDD5. AID 1448. activation, % at 3 µM. 220,000 compounds, 0.29% hits. HEK293 TRPML3-YFP, Fluo-8 calcium fluorescence; 100% = the carbachol control signal;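 active means activation above its plate's cutoff, the mean activation of the plate's test wells plus 3 SD, cut at about 12% in these data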;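 further: 0% = DMSO only wells and 100% = carbachol wells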
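Material: HEK293 cells stably carrying human TRPML3-YFP; compound dosing: single dose, 3 µM final nominal compound, 0.3% DMSO final; incubation: 1-h 37 °C dye load, 5-s basal, 120-s post-compound reads; technique: Fluo-8 intracellular calcium fluorescence, excitation 470-495 nm, emission 515-575 nm; read-out basis: percent activation from peak-to-basal fluorescence ratio, scaled between DMSO and carbachol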
BaF3 tox – counter-screen for JAK2V617F inhibitors: parental Ba/F3 viability inhibitors. AID 1486. inhibition, % at 5.6 µM. CellTiter-Glo ATP luminescence. 220,000 compounds, 1.1% hits;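 active means inhibition above a per-campaign cutoff, the mean inhibition of all tested compounds plus 3 SD, cut at about 27% in these data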;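 further: 0% = DMSO wells and 100% = JAK Inhibitor I control wells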
RBBP9 inh – blocks human serine hydrolase RBBP9 | O75884 | recombinant RBBP9, FP-Rh probe fluorescence polarization | inhibition, % at 7.94 µM | 220,000 compounds, 0.2% hits;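 active means inhibition above the campaign mean of all tested compounds plus 3 SD, cut at about 14% in these data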;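 further: plate controls were DMSO wells with RBBP9 for no effect and wells lacking RBBP9 protein for full effect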
Target sequence (O75884 whole entry, looked up): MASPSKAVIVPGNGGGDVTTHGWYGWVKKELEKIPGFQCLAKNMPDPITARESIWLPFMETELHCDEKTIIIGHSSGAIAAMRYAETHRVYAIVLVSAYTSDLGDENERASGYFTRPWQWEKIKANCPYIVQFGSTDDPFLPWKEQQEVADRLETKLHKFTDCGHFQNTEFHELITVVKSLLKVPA
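Measured by – fluorescence polarization · Test system – RBBP9 protein · Input – 2.5 µM RBBP9 dispensing solution, before mixing · Measure – percent inhibition from mP, scaled between DMSO and no-protein wells · Benchmarks – DMSO-treated enzyme wells and wells lacking RBBP9 · Times – preincubation 30 min plus labeling 45 min at 25 °C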
TRPN1 ag – agonists of zebrafish TRPN1 channel; HEK293 zebrafish TRPN1-YFP, Fluo-8 calcium fluorescence; 100% = response to 87 µM carbachol; activation, % at 3 µM; 220,000 compounds, 0.18% hits; AID 1424;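 active means activation above its plate's cutoff, the mean activation of test wells on that plate plus 3 SD, cut at about 19% in these data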;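 further: 0% = DMSO alone and 100% = 87 µM carbachol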
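Control set: carbachol 87 µM as high control, DMSO as low control; system: HEK293 stable line with zebrafish TRPN1-YFP; read-out: % activation versus carbachol response; detection: intracellular calcium fluorescence with Fluo-8; doses: single test compound dose, 3 µM nominal, 0.3% DMSO; schedule: dye 1 h 37 °C plus 30 min RT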
Ba/F3 V617F tox – reduce viability of Ba/F3 cells dependent on JAK2V617F | Ba/F3 EpoR-JAK2V617F viability, ATP luminescence | inhibition, % at 5.6 µM | 220,000 compounds, 1.1% hits;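 active means inhibition above the campaign mean plus 3 SD over all tested compounds, cut at about 24% in these data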;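 further: cytokine-independent growth of Ba/F3 cells driven by EpoR plus mutant JAK2; 0% = DMSO-treated cells and 100% = JAK inhibitor I control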
* hit, by the source's call; x = not tested or not shown.

SMILES | Wee1 stabilizer | CHOP inh | PPC-1+TRAIL kill | TNF death inh | TRPML3 agonist | BaF3 tox | RBBP9 inh | TRPN1 ag | Ba/F3 V617F tox
COc1ccc(N=C2SCC(=O)N2CCc2ccc(OC)c(OC)c2)cc1 | 2 | -6 | 18 | 1.1 | 1.8 | 1 | -3 | 5.0 | -2
COc1ccc(NC(C)=O)cc1S(=O)(=O)Nc1ccc2c(c1)OCCO2 | -1 | 10 | 16 | 1.1 | 0.3 | 4 | -13 | 1.0 | -1
CSc1nc(NCCCO)c2c3c(sc2n1)CN(C)CC3 | -2 | 1 | -6 | 1.4 | 1.6 | 2 | -13 | 0.5 | 2
Cc1sc2ncnc(SCC(=O)N3CCN(C(=O)c4ccco4)CC3)c2c1C | 3 | -5 | -20 | -2.9 | 0.4 | 3 | -7 | 2.8 | 6
COc1ccc(NC(=O)C2CCN(S(=O)(=O)c3ccc(Br)s3)CC2)cc1OC | 1 | -4 | 19 | -4.4 | 0.6 | 0 | 7 | -0.6 | -3
Cc1oc(C(C)(C)C)cc1C(=O)Nc1ccc(C(=O)O)cc1 | 2 | -44 | -10 | -0.2 | -0.7 | 2 | 1 | 0.2 | 8
O=c1[nH]c(=O)n(CCOc2ccc(Cl)cc2)cc1Br | -3 | 32 | -2 | -1.0 | -0.6 | 9 | 4 | 0.3 | -1
Cc1cc(=O)[nH]c(SCC(=O)c2ccc3c(c2)NC(=O)CO3)n1 | -4 | -4 | 18 | 1.7 | 0.6 | 0 | -6 | 1.1 | 2
Cc1ccc(Nc2nc(C(=O)N3CCC(C(=O)N4CCN(C)CC4)CC3)cs2)cc1 | 2 | 18 | 4 | -1.7 | -0.2 | -1 | 7 | -1.2 | -3
Cc1cc(C)n2cc(CSc3ccccn3)nc2n1 | -1 | 4 | 13 | 2.1 | 0.1 | 5 | -3 | 0.6 | 2
Cc1nn(C)c(C(=O)Nc2ccc(S(=O)(=O)NC34CC5CC(CC(C5)C3)C4)cc2)c1Br | 0 | 61 | 18 | -3.9 | -0.9 | 5 | -5 | 1.9 | 1
O=C1NNC(c2ccccc2)=N/C1=C\c1ccccc1 | -1 | -1 | 7 | 1.9 | 0.3 | 1 | 0 | -1.3 | -4
Cn1c(=O)oc2cc(S(=O)(=O)N3CCCC(C(=O)N4CCn5c4nc4ccccc45)C3)ccc21 (stereo not given) | 0 | 33 | 21 | -5.4 | -0.5 | -1 | 1 | -0.7 | -4
CCCCCCC1CC(CCc2nc(=S)[nH][nH]2)C(=O)O1 (stereo not given) | 0 | -6 | 12 | -0.4 | 0.6 | 1 | -11 | -0.7 | 1
COc1ccc(OC)c(C(=O)CN2C(=O)NC(C)(c3ccccc3)C2=O)c1 (stereo not given) | -2 | -5 | 14 | -5.5 | 0.5 | 2 | 3 | 0.3 | -5
Cn1cnc2c(=O)[nH]cc([N+](=O)[O-])c21 | 3 | -5 | -6 | 4.3 | 0.9 | 1 | 0 | 0.5 | -1
Cn1cnnc1SCc1ccccc1Br | -1 | 18 | -9 | 1.3 | 0.5 | 4 | -5 | 0.6 | -1
COc1ccc(CC(NC(C)=O)C(=O)NC2CCN(C(=O)NCc3ccccc3)CC2)cc1OC (stereo not given) | -1 | -3 | 16 | -2.0 | 0.1 | 4 | -6 | 1.9 | -1
Cc1csc2nc(NC(=O)c3ccccc3)sc(=O)c12 | 2 | -37 | 17 | -0.9 | 0.7 | -1 | -9 | 0.7 | -2
CCCc1nc2oc3c(NCCOCCO)ncnc3c2c2c1COC(C)(C)C2 | 1 | 7 | 19 | -1.7 | 0.9 | 3 | -12 | 1.4 | 2
O=S(=O)(NC1CC1)c1cccc(S(=O)(=O)N2CCCC2)c1 | 1 | -11 | 19 | -0.3 | -0.1 | 4 | -6 | 0.3 | 1
COc1ccc(C)cc1-n1nnnc1SCC(=O)NC(=O)NCc1ccco1 | 0 | 37 | 30 | -1.7 | -0.2 | 5 | -6 | -2.8 | -2
CNC(=O)CCSSCCC(=O)NC | 1 | 12 | 25 | -0.4 | 0.7 | 8 | -1 | 2.3 | -3
COc1ccc(OC)c(-c2cc(C(=O)Nc3c(C)nn(Cc4ccccc4C)c3C)no2)c1 | 0 | 42 | -10 | -3.4 | -0.5 | 3 | -8 | -0.2 | 0
Cc1nc(S/C(=C\c2ccc(-c3ccc(C(=O)O)c(Cl)c3)o2)C(=O)O)n[nH]1 | 1 | 29 | -4 | 2.0 | 0.5 | 1 | -10 | 2.4 | 0
CCN(CC)c1ccc(/C=N/n2c(-c3ccccc3Br)n[nH]c2=S)cc1 | 0 | 10 | -9 | 1.4 | -0.9 | 0 | -6 | -3.1 | 3
CC(C)(C)c1cc(C(=O)N/N=C/c2ccccc2O)n(-c2ccccc2)n1 | 0 | 64 | 38 | -9.3 | 0.5 | 0 | -3 | -0.4 | -5
O=C(COC(=O)CC(c1ccccc1)c1ccccc1)Nc1cccc(F)c1 | 7 | 6 | 9 | 0.1 | 0.6 | 8 | -10 | -1.6 | 0
O=C(CN1CCCCCC1)NCc1ccccc1 | -2 | 3 | 6 | 0.0 | 0.9 | 4 | -6 | 0.0 | 1
COc1ccc2c(/C=N/NS(=O)(=O)c3ccc(C)cc3)c[nH]c2c1 | 1 | 24 | 15 | 3.4 | -0.2 | 1 | 11 | -0.7 | -3
O=C(NNc1ncccc1Cl)c1c(Cl)cccc1Cl | 4 | 7 | 0 | 0.1 | 0.8 | 11 | -2 | 0.7 | 0
Nc1ccc(CCc2nc3ccccc3o2)cc1 | -1 | -19 | 37 | -11 | 0.0 | 3 | -7 | 0.6 | 1
COc1cc(C(=O)Nc2nc3ccc(S(=O)(=O)N4CCOCC4)cc3s2)cc(OC)c1OC | 4 | 8 | 9 | -2.2 | 0.6 | 6 | -2 | 0.2 | 2
COc1ccc(C2OCC3(CO2)SC(=O)NC3=O)cc1 (stereo not given) | 3 | 27 | 4 | 1.9 | 1.0 | 3 | -10 | 0.7 | 1
CCOc1cc(NC(=S)NCC2CCCO2)c(OCC)cc1NC(=O)CC(C)C (stereo not given) | 2 | 0 | 21 | 0.8 | -0.2 | 6 | -3 | 0.8 | 0
N#CCSc1nc2cc(C(=O)N3CCCC3)ccc2c(=O)n1Cc1ccccc1 | 1 | 49 | 4 | -5.9 | -0.5 | 1 | -1 | -1.2 | 0
CCOCCCn1c(SCC(=O)/C(C#N)=C(\C)N)nc2ccccc2c1=O | -1 | 4 | 6 | 2.4 | 0.4 | -2 | -5 | 0.9 | -4
O=C(CSc1n[nH]c(=O)n1Cc1ccco1)N1CCOCC1 | 0 | 16 | 7 | 3.7 | 0.0 | 0 | 1 | 1.9 | -3
CCN(c1ccccc1)S(=O)(=O)c1cnc[nH]1 | 4 | 3 | 32 | 1.2 | 0.7 | 8 | -5 | 2.1 | 2
CCOc1ccc(C(=O)NNC2CC(=O)N(Cc3ccc(Cl)cc3)C2=O)cc1OC (stereo not given) | -2 | 36 | 9 | 0.1 | 0.4 | 2 | 1 | -2.0 | -3

Profiles, quoted from the list.
CNC(=O)CCSSCCC(=O)NC as listed: Wee1 stabilizer = 1; CHOP inh = 12; PPC-1+TRAIL kill = 25; TNF death inh = -0.4; TRPML3 agonist = 0.7; BaF3 tox = 8; RBBP9 inh = -1; TRPN1 ag = 2.3; Ba/F3 V617F tox = -3
CCN(c1ccccc1)S(=O)(=O)c1cnc[nH]1 as listed: Wee1 stabilizer = 4; CHOP inh = 3; PPC-1+TRAIL kill = 32; TNF death inh = 1.2; TRPML3 agonist = 0.7; BaF3 tox = 8; RBBP9 inh = -5; TRPN1 ag = 2.1; Ba/F3 V617F tox = 2

In the list so far, these contain a Cl atom.
SMILES | Wee1 stabilizer | CHOP inh | PPC-1+TRAIL kill | TNF death inh | TRPML3 agonist | BaF3 tox | RBBP9 inh | TRPN1 ag | Ba/F3 V617F tox
O=c1[nH]c(=O)n(CCOc2ccc(Cl)cc2)cc1Br | -3 | 32 | -2 | -1.0 | -0.6 | 9 | 4 | 0.3 | -1
Cc1nc(S/C(=C\c2ccc(-c3ccc(C(=O)O)c(Cl)c3)o2)C(=O)O)n[nH]1 | 1 | 29 | -4 | 2.0 | 0.5 | 1 | -10 | 2.4 | 0
O=C(NNc1ncccc1Cl)c1c(Cl)cccc1Cl | 4 | 7 | 0 | 0.1 | 0.8 | 11 | -2 | 0.7 | 0
CCOc1ccc(C(=O)NNC2CC(=O)N(Cc3ccc(Cl)cc3)C2=O)cc1OC (stereo not given) | -2 | 36 | 9 | 0.1 | 0.4 | 2 | 1 | -2.0 | -3

Next section.
SMILES | Wee1 stabilizer | CHOP inh | PPC-1+TRAIL kill | TNF death inh | TRPML3 agonist | BaF3 tox | RBBP9 inh | TRPN1 ag | Ba/F3 V617F tox
Cc1cccc(NC(=O)c2cc3c([nH]c4ccccc43)c(C)n2)c1C | -1 | 55 | 12 | 4.0 | 0.6 | 6 | 0 | 0.3 | -4
Cc1c(CN2CCCC(C)C2)c(O)n(CCO)c(=O)c1C#N (stereo not given) | 2 | -18 | x | 0.3 | 0.0 | 10 | -6 | 2.6 | 1
Cc1ccc2c(c1)C(=C(C#N)C#N)C(=O)N2CCN1CCOCC1 | -3 | -79 | 7 | 1.2 | 1.0 | 1 | -3 | 0.5 | -4
COc1ccccc1/C=C1\S/C(=N/NC(=O)c2cccc(Br)c2)NC1=O | 0 | 16 | 21 | -2.9 | 0.1 | 2 | -11 | 0.7 | 2
CC1=NCCN1S(=O)(=O)c1ccccc1[N+](=O)[O-] | 5 | 21 | -2 | -0.7 | 1.3 | 8 | -4 | 1.8 | 4
Cc1ccc(S(=O)(=O)NN=C2CCC(C(C)(C)C)CC2)cc1[N+](=O)[O-] (stereo not given) | 1 | 45 | -2 | 0.9 | 0.4 | -9 | -11 | 0.2 | -2
CCCc1nc2sc3c(c2c(=O)n1N)CCC3 | -1 | 34 | 19 | -0.2 | 0.1 | 4 | -5 | -1.6 | 2
c1ccc(-n2ncc3c(NCCN4CCCCC4)ncnc32)cc1 | 1 | 5 | 10 | 5.1 | -0.1 | 3 | 3 | -0.1 | -3
COc1ccc(NC(=O)CSc2nnc(NC(C)=O)s2)c([N+](=O)[O-])c1 | 4 | 38 | 14 | 0.2 | 0.1 | -1 | 0 | 0.2 | -5
COc1ccc2c(c1OC)C(=O)N(c1ccccn1)C2 | 0 | -12 | 23 | 1.1 | 0.3 | 4 | -6 | 0.0 | 2
C=CCNc1oc(-c2cccs2)nc1S(=O)(=O)c1ccccc1 | 5 | 34 | -13 | 1.5 | -0.4 | 4 | 2 | -1.2 | -1
